Screens from PubChem BioAssay.
LAP4 TOR yeast = alters LAP4-GFP fluorescence in TOR pathway yeast screen | S. cerevisiae LAP4-GFP multiplex, flow cytometry GFP, 3 h; median GFP as percent of DMSO wells | GFP response vs DMSO, % at 10 µM | 0.34% of 320,000 active;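 active = GFP response vs DMSO above a set limit, about the screen mean plus 3 SD, cut at about 150% in these data; inconclusive = under 70 cell events counted for the yeast strain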
AGP1-GFP MLPCN = modulators of TOR pathway AGP1-GFP in S. cerevisiae | 0.02% of 320,000 active | S. cerevisiae AGP1-GFP multiplex flow cytometry, 3 h; GFP as percent of DMSO wells | GFP response vs DMSO, % at 10 µM;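 active = GFP response relative to DMSO above a set limit, near screen average plus 3 SD, cut at about 150% in these data; inconclusive = fewer than 70 cells counted for the yeast strain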;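 also: median GFP channel fluorescence of the gated AGP1 strain per well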
MEP2 TOR yeast = yeast TOR pathway MEP2-GFP modulation; S. cerevisiae MEP2-GFP strain, flow cytometry GFP, 3 h; 100% = DMSO control level; GFP response vs DMSO, % at 10 µM; 0.51% of 330,000 active; AID 2016;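 active = GFP response versus DMSO above a set limit, roughly screen mean plus 3 SD, cut at about 180% in these data; inconclusive = fewer than 70 cells counted for a yeast strain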;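 also: median GFP fluorescence of the barcode-gated MEP2-GFP cells per well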
RPL19A-GFP yeast = yeast TOR pathway RPL19A-GFP modulation. S. cerevisiae RPL19A-GFP strain, flow cytometry, 3 h; stronger effect = lower value. percent response vs DMSO, % at 10 µM. 0.3% of 330,000 active. AID 2025;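 active = percent response vs DMSO below 50%; inconclusive = fewer than 70 events counted for the yeast strain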;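 also: median channel GFP fluorescence of the barcoded RPL19A-GFP strain; ratio of sample median GFP to plate DMSO average so 100% = DMSO; lower means less RPL19A-GFP as with rapamycin TOR inhibition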
CIT2-GFP yeast = alters CIT2-GFP fluorescence in TOR pathway yeast screen; S. cerevisiae CIT2-GFP strain, flow cytometry, 3 h; 100 means same as DMSO wells; GFP response vs DMSO, % at 10 µM; 0.065% of 320,000 active; AID 2029;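 active = GFP response relative to DMSO above a set limit, near the screen mean plus 3 SD, cut at about 150% in these data; inconclusive = Fewer than 70 cells measured for a yeast strain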;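 also: ratio of well median GFP fluorescence to mean of DMSO wells on the plate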
AHR activator = human AHR activation | P35869 | AHR-responsive luciferase reporter cells, luminescence | activation, % at 5 µM | 2.5% of 320,000 active | AID 2796; in the data active = activation above about 47%;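 also: 0% = vehicle wells and 100% = reference agonist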
Target sequence (P35869 whole entry, looked up): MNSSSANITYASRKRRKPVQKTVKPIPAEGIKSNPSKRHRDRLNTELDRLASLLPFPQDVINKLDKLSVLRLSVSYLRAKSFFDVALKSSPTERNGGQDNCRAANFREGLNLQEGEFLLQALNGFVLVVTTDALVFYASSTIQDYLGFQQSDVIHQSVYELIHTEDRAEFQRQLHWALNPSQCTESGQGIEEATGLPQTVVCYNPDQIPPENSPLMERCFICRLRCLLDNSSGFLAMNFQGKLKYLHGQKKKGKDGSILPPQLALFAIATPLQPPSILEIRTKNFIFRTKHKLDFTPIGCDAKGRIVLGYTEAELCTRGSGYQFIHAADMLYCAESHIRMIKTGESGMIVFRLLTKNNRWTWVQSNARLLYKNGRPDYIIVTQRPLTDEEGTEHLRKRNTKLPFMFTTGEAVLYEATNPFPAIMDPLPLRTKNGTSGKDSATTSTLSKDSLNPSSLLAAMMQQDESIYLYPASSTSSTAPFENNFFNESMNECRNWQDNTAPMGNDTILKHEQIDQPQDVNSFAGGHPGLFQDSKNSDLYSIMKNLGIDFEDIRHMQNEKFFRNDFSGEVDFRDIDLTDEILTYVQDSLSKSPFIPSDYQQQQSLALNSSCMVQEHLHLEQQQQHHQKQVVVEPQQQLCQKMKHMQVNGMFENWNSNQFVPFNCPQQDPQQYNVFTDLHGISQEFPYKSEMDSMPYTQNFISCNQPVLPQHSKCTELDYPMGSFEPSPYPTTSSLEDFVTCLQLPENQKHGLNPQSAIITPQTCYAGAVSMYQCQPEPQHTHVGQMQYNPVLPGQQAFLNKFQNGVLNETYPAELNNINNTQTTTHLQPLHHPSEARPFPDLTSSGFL
procasp7 counter = counter-screen for procaspase-3 activators: activators of human procaspase-7; activation, % at 8.5 µM; 0.093% of 330,000 active; P55210; recombinant procaspase-7, Ac-DEVD-pNA absorbance 405 nm; D23A/D198A/D206A triple mutant, cannot self-cleave; scale: DMSO 0, 5 µM enzyme 100; AID 463210;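 active = percent activation above the screen-wide mean plus 3 SD, cut at about 25% in these data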
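buffer or medium = Zinc-free HEPES/NaCl buffer, pH 7.4 | material = Procaspase-7 triple mutant (PC-7 D3A) | input = 2 µM procaspase-7 mutant as dispensed | signal = Epi-absorbance of released pNA at 405 nm, two timepoints | timing = 1 h preincubation, 2 h reaction | replicates = singlicate compound testing | evaluation = % activation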
procasp3 activ = activates human procaspase-3 | P42574 | recombinant procaspase-3 D3A, Ac-DEVD-pNA absorbance 405 nm | activation, % at 8.5 µM | 0.11% of 330,000 active | AID 463141;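 active = activation above the mean of all tested compounds plus 3 SD, cut at about 21% in these data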;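 also: 0% = DMSO alone and 100% = DMSO wells spiked with extra 5 µM PC-3 D3A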
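Assay system – Procaspase-3 D3A mutant · Benchmarks – DMSO low control, extra-enzyme high control · Technique – 405 nm absorbance of p-nitroaniline, reads at 0 and 120 min · Doses – 8.5 µM nominal · Measure – % activation between DMSO and enzyme-spiked controls · Also added – Ac-DEVD-pNA chromogenic peptide substrate · Schedule – 1 h compound preincubation, 2 h substrate hydrolysis at 25 °C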
* hit, by the source's call; ? = inconclusive; nt = no result given; [ ] = dose if it differs, or a comment. This is a random part of the collection. Share with any hit: about 3.5%.

The first 9 entries, ahead of the listing:
Screens in order – LAP4 TOR yeast, AGP1-GFP MLPCN, MEP2 TOR yeast, RPL19A-GFP yeast, CIT2-GFP yeast, AHR activator, procasp7 counter, procasp3 activ
O=C(Nc1nccs1)c1ccc(COc2c(F)c(F)cc(F)c2F)o1
→ 87, 90, 92, 93, 89, 3, -3, 8
COc1cc(-c2nnc(CSc3nnc(Nc4ccc(C(C)C)cc4)s3)o2)cc(OC)c1OC
→ 93, 93, 101, 100, 100, 9, 9, -1
CCN(CC)CCSc1nc(O)c(Cc2ccccc2)c(=O)n1-c1ccccc1
→ 105, 107, 106, 107, 106, 0, 12, 3
Cc1ccc(C)c(NC(=O)CN(C)C(=O)c2cccc(S(=O)(=O)N3CCN(Cc4ccccc4)CC3)c2)c1
→ 100[may fluoresce green], 100[may fluoresce green], 92[may fluoresce green], 102[may fluoresce green], 100[may fluoresce green], 2, 5, -8
CC(C)C(=O)Nc1nnc(SCC(=O)NCC2CCCO2)s1 (configuration not stated)
→ 99, 97, 101, 91, 90, -2, -4, 9
Cc1ccc(N(C)S(=O)(=O)c2cccc(C(=O)N3CCN(Cc4ccccc4)CC3)c2)cc1
→ 92, 97, 89, 92, 89, -1, 10, -1
COCCNC(=O)C(c1ccc(C)o1)N(CCOC)C(=O)Cn1nnc2ccccc21 (configuration not stated)
→ 98, 103, 97, 105, 101, -1, -7, 2
CN1CCC(N(C)C(=O)c2cccc(S(=O)(=O)N3CCc4ccccc43)c2)CC1
→ 90, 97, 95, 98, 101, 2, 12, 1
O=C(COc1cccc(Cl)c1)NCc1ccccc1
→ 106, 103, 103, 105, 98, 4, 0, 8

All compounds of this part (from the top)
Screens in order – LAP4 TOR yeast, AGP1-GFP MLPCN, MEP2 TOR yeast, RPL19A-GFP yeast, CIT2-GFP yeast, AHR activator, procasp7 counter, procasp3 activ
O=C(Nc1nccs1)c1ccc(COc2c(F)c(F)cc(F)c2F)o1
→ 87, 90, 92, 93, 89, 3, -3, 8
COc1cc(-c2nnc(CSc3nnc(Nc4ccc(C(C)C)cc4)s3)o2)cc(OC)c1OC
→ 93, 93, 101, 100, 100, 9, 9, -1
CCN(CC)CCSc1nc(O)c(Cc2ccccc2)c(=O)n1-c1ccccc1
→ 105, 107, 106, 107, 106, 0, 12, 3
Cc1ccc(C)c(NC(=O)CN(C)C(=O)c2cccc(S(=O)(=O)N3CCN(Cc4ccccc4)CC3)c2)c1
→ 100[may fluoresce green], 100[may fluoresce green], 92[may fluoresce green], 102[may fluoresce green], 100[may fluoresce green], 2, 5, -8
CC(C)C(=O)Nc1nnc(SCC(=O)NCC2CCCO2)s1 (configuration not stated)
→ 99, 97, 101, 91, 90, -2, -4, 9
Cc1ccc(N(C)S(=O)(=O)c2cccc(C(=O)N3CCN(Cc4ccccc4)CC3)c2)cc1
→ 92, 97, 89, 92, 89, -1, 10, -1
COCCNC(=O)C(c1ccc(C)o1)N(CCOC)C(=O)Cn1nnc2ccccc21 (configuration not stated)
→ 98, 103, 97, 105, 101, -1, -7, 2
CN1CCC(N(C)C(=O)c2cccc(S(=O)(=O)N3CCc4ccccc43)c2)CC1
→ 90, 97, 95, 98, 101, 2, 12, 1
O=C(COc1cccc(Cl)c1)NCc1ccccc1
→ 106, 103, 103, 105, 98, 4, 0, 8
Cc1c(Cl)cccc1NC(=S)N(Cc1ccccc1)Cc1cccnc1
→ 89, 88, 102, 94, 90, 2, -7, 3
Cc1ccc2c(c1)N(CCC(=O)NCc1cccs1)C(=O)C(C)O2 (configuration not stated)
→ 87, 92, 92, 88, 89, 4, 14, 11
Nc1nonc1-n1nnc(C(=O)N/N=C/c2cccc(Cl)c2)c1CSc1ccc(Cl)cc1
→ 99, 103, 105, 108, 111, 3, 5, 3
CCc1ccc(C(O)(C(C)C)C(CN2CCOCC2)c2ccccc2)cc1 (configuration not stated)
→ 86, 90, 103, 99, 93, nt, nt, nt
Cn1c(NC(=O)c2ccc(C(C)(C)C)cc2)cc(=O)n(C)c1=O
→ 97, 108, 105, 102, 99, 12, 1, 2
Cc1c(C(=O)O)cccc1[N+](=O)[O-]
→ 96, 101, 91, 98, 86, 2, -3, 1
Cc1ccc(N(C(=O)CCC(=O)Nc2nccs2)C(C(=O)NC(C)(C)C)c2ccc(O)cc2)cc1 (configuration not stated)
→ 102, 93, 91, 96, 87, 3, 6, 7
Cc1nc(Cl)sc1C(=O)Nc1cccc(Cl)c1C
→ 91, 98, 96, 100, 89, -1, 2, -10
NS(=O)(=O)c1ccc(CCNC(=O)C2COc3ccccc3O2)cc1 (configuration not stated)
→ 99, 105, 103, 105, 105, nt, nt, nt
Cc1oc(-c2ccccc2F)nc1CSCC(=O)NC1CCCC1
→ 95, 100, 108, 105, 105, 2, -1, 8
Cn1nc(CC(=O)N2CCN(c3ccccc3)CC2)c2ccccc2c1=O
→ 87, 108, 104, 100, nt, 3, 5, -5
COc1cccc(OC)c1C(=O)N1CCNCC1
→ 98, 96, 111, 104, 101, -2, -10, 7
CN(C)S(=O)(=O)c1cccc(C(=O)N2CCc3ccccc32)c1
→ 99, 99, 93, 95, 87, 22, 1, 1
Cn1c2ccccc2c2cnn(CC(=O)N3CCCCC3)c(=O)c21
→ 95, 106, 101, 103, 85, 2, 2, -4
O=C(CSc1ncnc2sccc12)Nc1ccccc1
→ 120, 90, 97, 95, 96, -7, 6, 11
O=C(COc1ccc(Cl)cc1Cl)N(C1CCCCC1)C1CCS(=O)(=O)C1 (configuration not stated)
→ 105, 106, 110, 113, 109, 0, 0, -1
O=C(NCc1ccccc1Cl)C1CCN(S(=O)(=O)c2cccs2)CC1
→ 56[may fluoresce violet], ?, 205*[may fluoresce violet], 42*[may fluoresce violet], ?, 1, -5, 8
Cc1cc2ncn(-c3ncnc4sc5c(c34)CCCC5)c2cc1C
→ 101, 105, 98, 92, 97, 1, 7, 1
Cc1c(C(=O)N(C)C)c2ccc(Cl)cc2n1O
→ 98, 100, 106, 102, 101, 3, -2, 0
N#Cc1c(-c2ccco2)ccn(Cc2ccc(F)cc2)c1=O
→ 105, 111, 108, 107, 101, 1, 13, 7
CCC(=O)N1CCc2cc(S(=O)(=O)NC(CC(C)C)C(=O)N3CCc4ccccc43)ccc21 (configuration not stated)
→ 102, 96, 98, 101, 94, 20, -3, 2
N#CC1=C(SCC(=O)NCc2ccccc2)NC(=O)CC1c1ccco1 (configuration not stated)
→ 99, 96, 93, 91, 87, -1, -6, 4
Cc1noc(C)c1COc1cccc(C(=O)Nc2cccnc2)c1
→ 96, 98, 88, 93, 98, 16, 8, 6
c1ccc(-c2c3ccccc3nc3[nH]c4ccccc4c23)cc1
→ 150, 74, 86, 90, 85, 103*, -9, -32
O=C(Nc1nc(-c2cc3ccccc3oc2=O)cs1)c1ccc(Br)o1
→ 96, 104, 102, 96, 108, 3, 11, -2
CN(C)CCN(C(=O)c1ccc2ccccc2c1)c1nc2ccc(Br)cc2s1
→ 100, 103, 105, 101, 95, 8, -5, -3
CS(=O)(=O)N(CC(=O)N/N=C/c1ccccc1C(=O)O)c1cccc(Cl)c1Cl
→ 90, 101, 99, 100, 93, 11, -13, 3
COc1ccc(C2C(C(=O)Nc3cc(OC)c(OC)c(OC)c3)c3ccccc3C(=O)N2C)cc1OC (configuration not stated)
→ 92, 96, 88, 97, 91, 2, 3, 5
Cc1cc2ccccc2n1CCNC(=O)c1ccccc1
→ 105, 105, 98, 102, 97, 0, 6, 1
S=C(Nc1ccccc1Cl)NC1CCN(Cc2ccccc2)CC1
→ 102, 99, 105, 102, 98, -1, -5, 1
CCN(CC)c1ccc(C(NC(C)=O)NC(C)=O)cc1
→ 91, 96, 96, nt, 93, 10, -10, -5
CC1CCN(C(=O)C(C)OC(=O)CSc2ccc([N+](=O)[O-])cc2)CC1 (configuration not stated)
→ 92, 93, 95, 92, 92, 0, 9, -3
COc1ccc([N+](=O)[O-])cc1NCc1cccc([N+](=O)[O-])c1
→ 90, 97, 107, 104, 98, 13, -8, -16
CCN1CCCC1CNC(=O)C(=O)NC1CC1 (configuration not stated)
→ 97, 102, 105, 106, 104, -1, 19, 5
O=[N+]([O-])c1ccc2c(c1)C=C1CCCCC1(N1CCCCC1)O2 (configuration not stated)
→ 91, 92, 106, 102, 101, 0, -6, 6
O=C(O)C1C2CCC(C2)C1C(=O)Nc1ccc(Cl)c(Cl)c1 (configuration not stated)
→ 107, 102, 98, 101, 91, 5, -1, 4
CCSC1=C(C#N)C(c2ccccc2Cl)CC(=O)N1 (configuration not stated)
→ 100, 105, 97, 94, 98, 9, -2, 2
CCNc1nc(NCC)n2c(SCC(=O)Nc3ccc(C(F)(F)F)cc3[N+](=O)[O-])nnc2n1
→ 97, 96, 115, 103, 102, -1, 2, 3
COc1ccc(Cl)cc1S(=O)(=O)N(C)CC(=O)NCc1ccc2c(c1)OCO2
→ 96, 98, 93, 93, 103, 2, -1, 1
COc1ccc(C2CC(c3ccccc3)=NN2c2ccc(N)cc2)cc1 (configuration not stated)
→ 97, 84, 112, 104, 94, 34, -1, 4
COc1ccc(CCNC(=O)CCC(=O)N2CC(C)Oc3ccccc32)cc1OC (configuration not stated)
→ 100, 96, 102, 99, 95, 0, 2, 6
CC1CCCN(C(=O)C23CCC(C)(C(=O)C2)C3(C)C)C1 (configuration not stated)
→ 104, 115, 107, 107, 104, -7, 9, 5
COc1ccc(C(=O)c2nc3c(n2O)CCCCC3)cc1
→ 100, 103, 97, 102, 100, 7, -13, -6
FC(F)(F)C1=CC(c2ccccc2)=NCCN1
→ 99, 100, 106, 97, 95, -2, -2, -6
O=C(Cc1coc2ccc3ccccc3c12)NCc1cccs1
→ 106, 92, 96, 96, 87, 10, 10, 1
CCOc1ccc(C(=O)Nc2cccc(-n3cnnn3)c2)cc1OCC
→ 86, 91, 98, 100, 95, 18, 11, 0
